Screening results deposited in PubChem BioAssay by Southern Research Specialized Biocontainment Screening Center.
inhibitors of VEEV: inhibitors of VEEV TC-83 cytopathic effect, confirmation, Vero cells (AID 588727) | Vero cells, VEEV TC-83 cytopathic effect inhibition; higher % means a stronger effect | inhibition, % at 20 µM; hits with a dose series show IC50 in µM | 350,000 tested, 0.13% active; in the data active means a potency from the dose series; inconclusive means inhibition mostly from about 14% at the one dose, without a potency; inactive means the rest, 99 in 100 with inhibition below about 12%; further: strong numbers were not always called active
tuberculosis growth: growth inhibition of non-replicating M. tuberculosis (AID 488890); Mycobacterium tuberculosis non-replicating, growth inhibition; higher % means a stronger effect; one-dose inhibition, % at 25 µM; IC50 in µM for titrated hits; 320,000 tested, 0.39% active; in the data active means a potency from the dose series; inconclusive means inhibition mostly from about 82% at the one dose, without a potency; inactive means the rest, 99 in 100 with inhibition below about 76%;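 further: plate controls were DMSO cells for no effect and high antibiotic wells for full effect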
PhoP GFP inhibition: PhoP regulon inhibitors, Salmonella typhi PhoP promoter GFP reporter, confirmatory (AID 1850); one-dose inhibition, % at 50 µM; IC50 in µM for titrated hits; 310,000 tested, 0.33% active; Salmonella Typhi PhoP-promoter GFP reporter, fluorescence, 4 h; higher % means a stronger effect; in the data active means a potency from the dose series; inconclusive means inhibition mostly from about 25% at the one dose, without a potency; inactive means the rest, 99 in 100 with inhibition below about 19%;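 further: 0% = induced wells with vehicle and 100% = uninduced wells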
H37Rv inhibition: M. tuberculosis growth inhibition, HTS (AID 449762); 330,000 tested, 0.59% active; inhibition, % at 25 µM; hits with a dose series show IC50 in µM; M. tuberculosis H37Rv growth inhibition, 7H9 media; higher % means a stronger effect; in the data active means a potency from the dose series; inconclusive means inhibition above about 70% without an active follow-up result;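 further: bacterial growth assessed after seven days of incubation; strong numbers were not always called active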
influenza NS1A: H1N1 influenza NS1A inhibitors, functional cell based assay (AID 504329). NS1A functional cell-based assay, percent inhibition; higher % means a stronger effect. one-dose inhibition, % at 12.5 µM; IC50 in µM for titrated hits. 340,000 tested, 0.3% active; in the data active means a potency from the dose series; inconclusive means inhibition above about 27% without an active follow-up result; further: strong numbers were not always called active
inhibitors of VEEV 10K pilot screen: also measured in inhibitors of VEEV; calls as there; inhibition, %; measured here: 10K pilot screen inhibition
* marks the source's active call; other numbers are inactive results; i = inactive; ? = inconclusive; . = not tested or not shown.

SMILES | inhibitors of VEEV | tuberculosis growth | PhoP GFP inhibition | H37Rv inhibition | influenza NS1A | others
CC(NC(=O)c1ccc(Br)o1)C1CC2CCC1C2 (configuration not stated) | 1.4% | ? | 0% | -11% | 8%
COc1ccc(/C=N/NS(=O)(=O)c2ccc(C)cc2)cc1OC(=O)c1ccc(C)cc1 | 3.3% | -2% | 3% | -7% | -2%
Cc1cccc(NC2=CC(=O)CC(C)(C)C2)c1C | 1.2% | 2% | -18% | 10% | 0%
CCn1c(SCC(=O)Nc2ccccc2C)nc2nc3c(cc2c1=O)COC(C)(C)C3 | 8.1% | 20% | -4% | 5% | 2%
O=C(Nc1ccon1)c1csc2ccccc12 | 5.2% | -4% | -7% | 1% | -4% | inhibitors of VEEV 10K pilot screen=2.6
Cc1cccc(NP(=O)(Oc2ccccc2F)Oc2ccccc2F)c1C | 5.2% | 16% | -1% | 18% | -7%
CCN(CC(=O)Nc1cc(Cl)ccc1C)c1ncnc2sc(C)c(C)c12 | 7.3% | 41% | -6% | 11% | -8%
O=C(CSc1n[nH]c(-c2cccs2)n1)N1CCCc2ccccc21 | 4.9% | . | -1% | . | 0%
Cc1ccc(S(=O)(=O)N2CCC(N3CCCCCC3)CC2)cc1 | i | 6% | 11% | -18% | -4%
CCOC(=O)c1ccc(NCc2nc3ccccc3[nH]2)cc1 | 7.5% | 65% | 9% | -7% | -13%
COc1ccc(NC(=O)C2CCC(=O)N2C(=O)OCc2ccccc2)cc1 (configuration not stated) | i | 3% | -8% | -2% | -5%
Cc1cc(C)cc(C(=O)N/N=C/c2ccoc2)c1 | 2.7% | 3% | -13% | -11% | -8%
Nc1ccccc1Sc1ccc(C(=O)c2ccccc2C(=O)O)cc1[N+](=O)[O-] | 3.5% | 6% | 0% | -15% | 2%
NC(=O)CSc1nc2c(sc3ccccc32)c(=O)n1CCCC(=O)NCC1CCCO1 (configuration not stated) | 1.5% | -7% | 4% | -3% | 1%
Cc1c(OCC(=O)NC(Cc2ccc(Cl)cc2)C(=O)O)ccc2c3c(c(=O)oc12)CCC3 (configuration not stated) | 2.5% | -5% | -5% | -9% | 5%
O=C1C2C3C=CC(CC3)C2C(=O)N1c1cccc(C(F)(F)F)c1 (configuration not stated) | 3.9% | 13% | 0% | 6% | -1%
O=C(Nc1nc2ccccc2n1CCN1CCOCC1)c1ccccc1 | 6.9% | . | -2% | 11% | -6%
COc1cccc(C=Nc2ccc3c(c2)CCC3)c1O | 0.1% | 19% | 3% | ? | -4%
COCCCNCCCCSc1ccc(Cl)cc1 | i | ? | 18% | 1% | 15%
Cc1cc(NC(=O)c2ccc(Br)c(S(=O)(=O)N3CCCC3)c2)no1 | 3.7% | 3% | 13% | -6% | -3% | inhibitors of VEEV 10K pilot screen=0.7
C[C@]12CCC(=O)C[C@H]1CC[C@@H]1[C@@H]2CC[C@]2(C)[C@@H](O)CC[C@@H]12 | . | 47% | -3% | -1% | .
COc1ccc(NS(=O)(=O)c2ccc(N3CCOCC3)c(NC(=O)c3cccc(F)c3)c2)cc1 | 7.8% | -9% | -4% | 2% | 1%
O=C(CN1CCc2ccccc21)NC(=O)NC1CCCCC1 | 0.8% | 11% | 7% | -5% | 18%
Cc1ccccc1S(=O)(=O)c1c(C)cc(C)n(C(C)C)c1=O | 0.1% | 26% | 0% | -8% | 5%
COc1ccc(-n2nc(C(=O)NCC(=O)N3CC(C)CC(C)C3)c3ccccc3c2=O)cc1OC (configuration not stated) | 7.7% | 35% | 5% | 8% | 4%

Continuation:
SMILES | inhibitors of VEEV | tuberculosis growth | PhoP GFP inhibition | H37Rv inhibition | influenza NS1A | others
CC(C)c1ccc(CCNC(=O)CSC(=S)N2CCCC2)cc1 | 1.6% | 70% | 4% | -4% | -1%
O=c1[nH][nH]cc1C=Nc1cc(Cl)ccc1O | i | 74% | -10% | 9% | -10%
CCC(=O)N1N=C(c2ccc(C)o2)CC1c1ccc(Br)cc1 (configuration not stated) | 1.5% | 28% | -15% | -6% | 4%
CCn1cc(C(=O)O)c(=O)c2cc(F)c(N3CCN(C(=S)NC(=O)c4ccc(OC)cc4)CC3)cc21 | 4.4% | ? | -3% | 1% | 6%
CCC(C(=O)NC1CCCC1)N(Cc1ccccc1Cl)C(=O)c1snc(C(N)=O)c1N (configuration not stated) | 1.6% | 17% | -2% | -1% | -4%
CC(C)(C)OC(=O)C[C@@H]1C/C=C\C[C@H](CC(=O)N(CCO)Cc2ccccc2)C(=O)N2CCC[C@@H]2COC1=O | 1.5% | 49% | . | -3% | -8%
O=C(COc1ccc(Cl)cc1Br)Nc1ccncc1 | 1.0% | . | -2% | 6% | -12%
CC(C)C(C(=O)C=[N+]=[N-])N1C(=O)c2ccccc2C1=O (configuration not stated) | 3.0% | -7% | 7% | 2% | 0%
NC(=O)c1ccc(-c2nnc(Nc3ccc(S(N)(=O)=O)cc3)c3ccccc23)cc1 | i | 4% | 5% | 0% | -24%
CCOC(=O)c1c(NC(=O)C2CC2)sc2c1CC(C)(C)OC2 | 0.7% | -9% | 13% | -6% | -13%
CC(=O)c1cccc(NC(=O)c2ccc(-c3ccccc3[N+](=O)[O-])o2)c1 | 0.7% | 20% | -2% | -1% | -5% | inhibitors of VEEV 10K pilot screen=4.7
COc1ccc(CCNC(=O)CCCN2C(=O)C(c3ccccc3)Oc3cccnc32)cc1OC (configuration not stated) | 0.2% | 19% | -5% | 1% | -3%
Cc1cc(C)c(-c2c(O)c3cccnc3n(C)c2=O)c(C)c1 | i | 0% | 15% | 5% | .
C=CCNC(=O)/C(=C\C=C\c1ccccc1)NC(=O)c1ccccc1Cl | 7.9% | -20% | 12% | 3% | 1%
Cc1ccc(S(=O)(=O)Nc2ccc3c(c2)C(=O)N([C@H](C)CO)C[C@H](C)[C@@H](CN(C)C(=O)Nc2ccc4c(c2)OCO4)O3)cc1 | 0.8% | 43% | . | 7% | -5%
CCN(CC)CC(=O)Nc1ccc2c(c1)Nc1ccccc1CC2 | 0.7% | . | 2% | -7% | 17%
CC(C)CN1CC(C)C(=O)NC1=S (configuration not stated) | 1.1% | . | . | . | -22%
CCN(CC)S(=O)(=O)c1cc(NC(=O)COC(=O)C2CCC2)ccc1C | 2.2% | 8% | . | 3% | -4%
CCN(CC(=O)Nc1c(F)cccc1F)C(=O)CCN1C(=O)C2CCCCC2C1=O (configuration not stated) | 1.5% | -4% | 5% | -5% | 2%
COc1cccc(OCCCCN2CC(C)OC(C)C2)c1 (configuration not stated) | 0.2% | -4% | -8% | -10% | -6%
O=S(=O)(c1cccs1)N1CCN(C/C=C/c2ccccc2)CC1 | 3.3% | 18% | -6% | 5% | -1%
CC(C(=O)Nc1ccc(C(N)=O)cc1)N1C(=O)c2ccccc2S1(=O)=O (configuration not stated) | 0.3% | -7% | -9% | -3% | 2%
NC(=O)C1CCN(c2ccc(S(=O)(=O)N3CCC(Cc4ccccc4)CC3)cn2)CC1 | 6.2% | 3% | -2% | 0% | -1%
Clc1ccc(-c2cc(CSc3ccccc3)on2)cc1 | 1.8% | 71% | -4% | -1% | -1%
CCOC(=O)c1cccc(NC(=O)Cn2c(CC(=O)NC)nc3ccccc32)c1 | 4.8% | 16% | -10% | 6% | 2%

Other entries follow.
SMILES | inhibitors of VEEV | tuberculosis growth | PhoP GFP inhibition | H37Rv inhibition | influenza NS1A | others
Cn1cc(CN2CCCCC2CO)c(-c2ccc(Oc3ccccc3)cc2)n1 (configuration not stated) | i | 10% | -3% | 1% | 1%
CCOC(=O)c1csc(NC(=O)CSc2nnc(C3CC3)n2C)n1 | 0.6% | -27% | -9% | . | 2% | inhibitors of VEEV 10K pilot screen=0.7
CC1Cc2ccccc2N1C(=O)CSc1nnc(CSc2ncccn2)n1C (configuration not stated) | i | 23% | 1% | 6% | -6%
CCCCNC(=O)C1CCN(S(=O)(=O)c2cnc[nH]2)CC1 | 0.9% | -4% | -4% | -9% | 3%
COc1ccc(/C(O)=C2/C(=O)C(=O)N(CCCN3CCOCC3)C2c2ccc(C)cc2)cc1 (configuration not stated) | i | -1% | 0% | 0% | 0%
CCOc1ccc(NC(=O)CN2C(=O)NC(C)(c3ccc(OC(F)F)cc3)C2=O)cc1 (configuration not stated) | 11% | ? | -1% | ? | -2%
COC(=O)CSc1nccc(C)n1 | 2.0% | -11% | -10% | -6% | -12%
Cc1cccc(-c2nc(Nc3cccc(O)c3)c3ccccc3n2)c1 | 1.3% | 16% | -31% | 15% | 18%
O=C(NCc1ccc2c(c1)OCO2)c1sccc1Br | 1.3% | -7% | 3% | 8% | 0%
COCC(=O)Nc1nnc(SCC(=O)N2CCCCC2)s1 | 1.9% | -11% | 6% | 9% | 2%
OC1(C#CCCN2CCCCC2)c2ccccc2-c2ccccc21 | i | 3% | 7% | -8% | -9%
COc1ccc([C@H]2CC(=O)C=C(c3ccc4c(c3)OCCO4)C2)cc1 | 6.4% | 34% | . | ? | 6%
CN(c1ccccc1)S(=O)(=O)c1ccc(Cl)c(C(=O)OCC(=O)NC2CCS(=O)(=O)C2)c1 (configuration not stated) | 0.8% | -1% | -8% | 2% | -21%
N#CC1=C2SCN(c3ccc(F)cc3)CN2C(=O)CC1c1cccc(F)c1 (configuration not stated) | 3.5% | 4% | 11% | -3% | 23%
Cn1c(SCC(=O)N/N=C/C=C\c2ccco2)nc2ccccc21 | i | 13% | -2% | -24% | -5%
CCCCCn1c(=O)[nH]c2cc(C(=O)N3CCN(Cc4ccc5c(c4)OCO5)CC3)ccc2c1=O | i | -3% | 1% | 4% | 12%
O=c1[nH]c(/C=C/c2ccccc2Cl)nc2ccccc12 | i | -5% | -1% | 12% | 4%
Cc1cc(C(=O)N2CCN(Cc3ccccc3)CC2)on1 | 2.0% | . | 18% | 4% | 8%
CC(C)c1ccc(Nc2c([N+](=O)[O-])c(=O)n(C)c3ccccc23)cc1 | 3.7% | 29% | 2% | -4% | 6%
CCC(C)[C@H](NC(=O)N1CCC(C)CC1)C(=O)OC (some centres not stated) | i | -9% | -4% | 1% | 0%
c1cc2c(cc1C1=NNC(=NC3CC3)SC1)OCCO2 | 0.7% | 22% | 15% | 44% | -9%
CC(CCc1ccccc1)NC(=O)CSc1cccc[n+]1[O-] (configuration not stated) | 2.4% | 5% | -15% | -2% | -4%
COC(=O)C1=C(c2cccc(OC)c2OC)C[C@@H]2CC[C@H]1N2C(=O)N1CCOCC1 | 0.2% | 0% | -8% | -5% | 6%
O=C(OCc1cn(-c2ccc(Cl)cc2)nn1)c1ccccc1 | 0.6% | 37% | 1% | -3% | -8%
CCNC(=S)N/N=C/c1ccc(OCc2ccc(C(=O)OC)cc2)cc1 | i | 59% | -3% | -12% | -3%

Remaining list, next part:
SMILES | inhibitors of VEEV | tuberculosis growth | PhoP GFP inhibition | H37Rv inhibition | influenza NS1A | others
Cc1nc(SC2C=CS(=O)(=O)C2)n[nH]1 (configuration not stated) | i | 0% | 5% | -10% | -1%
Fc1ccccc1CSc1nnc(-c2cnccn2)n1Cc1ccco1 | i | 1% | -4% | 1% | -2%
COc1ccc(/C=C(\NC(=O)c2ccc(OC)c(OC)c2)C(=O)NCCc2c[nH]c3ccccc23)cc1 | 4.3% | 18% | -9% | 1% | 10%
CCOc1ccc2cc(C#N)c(SCC(=O)NC(C)CC)nc2c1 (configuration not stated) | . | -4% | 2% | -4% | .
Cc1ccc(CNc2ccc(N3CCN(C)CC3=O)cc2)cc1 | 0.3% | 2% | . | -6% | 11%
Cc1ccc(-c2cc(N)n3nc(-c4ccc(C)cc4)cc3n2)cc1 | 5.3% | 0% | -3% | 0% | -15%

Random excerpt: 3 records from the list, in no set order.
SMILES | inhibitors of VEEV | tuberculosis growth | PhoP GFP inhibition | H37Rv inhibition | influenza NS1A | others
CCOc1ccc2cc(C#N)c(SCC(=O)NC(C)CC)nc2c1 (configuration not stated) | . | -4% | 2% | -4% | .
Cc1ccc(-c2cc(N)n3nc(-c4ccc(C)cc4)cc3n2)cc1 | 5.3% | 0% | -3% | 0% | -15%
Fc1ccccc1CSc1nnc(-c2cnccn2)n1Cc1ccco1 | i | 1% | -4% | 1% | -2%

A section from further up, for reference:
SMILES | inhibitors of VEEV | tuberculosis growth | PhoP GFP inhibition | H37Rv inhibition | influenza NS1A | others
CC(NC(=O)c1ccc(Br)o1)C1CC2CCC1C2 (configuration not stated) | 1.4% | ? | 0% | -11% | 8%
COc1ccc(/C=N/NS(=O)(=O)c2ccc(C)cc2)cc1OC(=O)c1ccc(C)cc1 | 3.3% | -2% | 3% | -7% | -2%
Cc1cccc(NC2=CC(=O)CC(C)(C)C2)c1C | 1.2% | 2% | -18% | 10% | 0%
